# High-throughput results deposited in PubChem by Emory University Molecular Libraries Screening Center.
# 14-3-3 PPI: modulators of 14-3-3 gamma protein binding, primary screen, biochemical, fluorescence polarization. inhibition, % at 40 µM. AID 422, 2006. FP, 14-3-3gamma / TMR-pS259-Raf peptide binding. 14-3-3 protein gamma (Homo sapiens), P61981. 160,000 compounds, 0.19% hits; in the data active means inhibition above about 30%;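 further: 0% = protein plus tracer without compound and 100% = blank with tracer alone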
# Target sequence (P61981 whole entry, looked up): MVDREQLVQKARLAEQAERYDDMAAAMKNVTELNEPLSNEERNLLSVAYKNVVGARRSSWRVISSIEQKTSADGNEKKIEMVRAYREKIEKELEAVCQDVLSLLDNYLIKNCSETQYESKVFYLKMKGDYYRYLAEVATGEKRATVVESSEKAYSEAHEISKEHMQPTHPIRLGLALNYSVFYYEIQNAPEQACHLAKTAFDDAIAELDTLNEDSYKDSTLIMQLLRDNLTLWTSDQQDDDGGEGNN
# * = called active by the depositor; & = joins results of further samples. An excerpt; the hit share may differ from the screen's.
SMILES,14-3-3 PPI
CCCCN(C)Cc1c(O)ccc2c(=O)c(-c3ccccc3)c(C(F)(F)F)oc12,-6
Cc1ccc(-c2cc(C(=O)NCCCOC(C)C)c3ccccc3n2)cc1C,-6
Cc1cc(N2CCCCC2)n2ncc(-c3ccccc3)c2n1,-5
Cc1ccc(-c2nc3ncccc3o2)cc1NC(=O)c1cccc(OCC(C)C)c1,-9
Cn1c(NCCc2ccccc2)nc2c1c(=O)n(Cc1ccc(F)cc1)c(=O)n2C,-40
FC(F)(F)c1cc(-c2ccccc2)nc(N2CCCC2)n1,-1
CCCCOc1ccc(NC(=O)CSc2nnnn2C)cc1,-3
Cc1ccccc1CS(=O)(=O)Cc1ccc(C(=O)NCC2CCCO2)o1 (centres undefined),-1
O=C1CC(c2ccccc2)c2cc(O)ccc2O1 (centres undefined),0
CC(=O)Nc1cccc(-c2nnc(-c3ccccc3)o2)c1,-10
CCCC(=O)Nc1cccc(-c2cn3ccsc3n2)c1,-5
COc1ccc(N2C(=O)CCC(C(=O)c3ccccc3)=C2C)cc1,3
CC(C)(C)C1CCc2c(sc(NC(=O)c3cccs3)c2C(=O)N2CCCC2)C1 (centres undefined),-10
CCCOc1ccc(N2C(=O)CC(NCC(=O)OCC)C2=O)cc1 (centres undefined),4
O=S(=O)(c1ccccc1)c1nc(-c2ccccc2F)oc1NCc1ccccc1,4
O=C(CSc1nc2ccc(NC(=O)c3ccccc3F)cc2s1)NCC1CCCO1 (centres undefined),-16
O=C(OCc1ccccc1)C1CCCN1c1nc(-c2ccc(F)cc2)cs1 (centres undefined),-9
C=CCC(N)(CC=C)c1ccc(C)cc1,-5
Cn1c(Cn2c(=O)sc3ccccc32)nnc1SCC(=O)N1CCN(c2ccccc2)CC1,-6
COc1ccc(CCn2c(=N)c(C(=O)NCc3ccco3)cc3c(=O)n4cccc(C)c4nc32)cc1,-9
CC(=O)Oc1ccc(C(=O)Nc2nc3c(C)cc(C)cc3s2)cc1,-1
COC(=O)CC1C(=O)NCCN1C(=O)c1ccc([N+](=O)[O-])cc1 (centres undefined),-8
Cc1cc(C(=O)NCc2cc(C)n(C)n2)sc1-c1ccccc1,-11
O=C(CN1C(=O)c2ccc([N+](=O)[O-])cc2C1=O)Nc1ccccc1O,-5
Cc1ccc(NC(=O)c2ccc(SCC(=O)O)c([N+](=O)[O-])c2)cc1,-7
COc1ccc(CCNc2oc(-c3ccccc3OC)nc2C#N)cc1OC,-2
CCc1cc2cc(C(=O)Nc3ccccc3F)sc2s1,-4
CCC(C)NC(=O)c1cc(-c2cccs2)on1 (centres undefined),5
O=C(O)CC(NS(=O)(=O)c1ccc(Br)cc1)c1cccs1 (centres undefined),-1
O=C(NCc1ccco1)c1nn2c(c1Cl)NC(c1ccc(F)cc1)CC2C(F)(F)F (centres undefined),4

# 3 successive records from above:
SMILES,14-3-3 PPI
CCC(C)NC(=O)c1cc(-c2cccs2)on1 (centres undefined),5
O=C(O)CC(NS(=O)(=O)c1ccc(Br)cc1)c1cccs1 (centres undefined),-1
O=C(NCc1ccco1)c1nn2c(c1Cl)NC(c1ccc(F)cc1)CC2C(F)(F)F (centres undefined),4

# (continued)
SMILES,14-3-3 PPI
O=C1c2ccccc2C(=O)N1CC(O)COc1ccc(Cl)cc1 (centres undefined),-6
O=C(CN1C(=O)c2ccc([N+](=O)[O-])cc2C1=O)Nc1ccc(O)cc1C(=O)O,37*
CC(C)OP(=O)(OC(C)C)C(Nc1ccc([N+](=O)[O-])cc1)c1ccc(O)cc1 (centres undefined),-2
Cc1ccc(COc2ccc3c(C)cc(=O)oc3c2)cc1,9
CCOc1cc(C(=O)Nc2nnc(C)s2)cc(OCC)c1OCC,-3
COc1ccc(-c2cc(C(=O)Nc3cc(C)nn3-c3ccccc3)no2)cc1,-6
COc1ccc(OC(C)C(=O)N2CC(C)OC(C)C2)cc1 (centres undefined),-14
CCC(C)C(=O)Nc1nc2c(s1)C(=O)CC(C)(C)C2 (centres undefined),-2
CCOc1cccc(C(=O)Nc2cc(-c3nc4ncccc4o3)ccc2Cl)c1,-14
O=C(Nc1ccc2oc(-c3cccc4c(Br)cccc34)nc2c1)c1ccc(Br)o1,-84
CC(C)(C)OC(=O)C1C(=O)CC(C)(O)C(C(=O)OC(C)(C)C)C1c1ccc(O)cc1 (centres undefined),5
COc1ccccc1C(=O)Oc1ccc2c3c(c(=O)oc2c1)CCC3,0
CS(=O)(=O)c1nsc(S(C)(=O)=O)c1C#N,-2
COc1ccc2nc3sc(C(=O)NCCN4CCOCC4)cc3cc2c1,-4
CCOC(=O)CNS(=O)(=O)c1cc(-c2nnc(Nc3ccccc3)c3ccccc23)ccc1C,-3
CCn1cc(C(=O)NCc2ccc(Cl)cc2)c(=O)c2cc(S(=O)(=O)N3CCOCC3)ccc21,0
CC(C)N(CCCNC(=O)CC1Oc2ccccc2NC1=O)Cc1ccccc1 (centres undefined),6
COc1ccccc1-c1nc(C#N)c(N2CCN(Cc3ccccc3)CC2)o1,4
COc1ccccc1NC(=O)CSc1nnc(-c2ccc(NC(C)=O)cc2)n1C,-5
CCOc1cc(C2CC(=O)NC3=C2C(=O)C(C(=O)OC)C(C)C3)cc(Cl)c1O (centres undefined),-4
Cc1ccc(CCNC(=O)CCS(=O)(=O)Cc2ccccc2Cl)cc1,3
CCOc1ccc(C2C(N3C(=O)c4ccccc4C3=O)C(=O)N2c2ccccc2F)cc1 (centres undefined),7
Cc1cc(NC(=O)CSc2nc3ccccc3n2CC(=O)N2CCCCC2)no1,6
O=c1cc(-c2ccc3c(c2)OCCO3)oc2c1ccc1ccccc12,-18
O=C(O)CCn1cc(F)c(=O)[nH]c1=O,-2
COc1ccccc1C(=O)NCCn1cc(SCc2ccc(Br)cc2)c2ccccc21,-5
CCc1nnc(NC(=O)COc2ccc(Cl)c(C)c2)s1,-7
Cc1ccc(NC2=CC(=NS(=O)(=O)c3ccc(Cl)cc3)c3ccccc3C2=O)c(C)c1,-32
CCOc1ccc(NC(=O)CN(C)CC(=O)NC2CCCc3ccccc32)cc1OCC (centres undefined),4
COc1cccc(C(=O)N2CCN(Cc3cccnc3)CC2)c1,-2

# An excerpt of these results, tab-delimited:
Molecule	14-3-3 PPI
CC(=O)Oc1ccc(C(=O)Nc2nc3c(C)cc(C)cc3s2)cc1	-1
Cc1ccc(-c2cc(C(=O)NCCCOC(C)C)c3ccccc3n2)cc1C	-6

# (list continues)
SMILES,14-3-3 PPI
CNC[C@H](O)c1cccc(O)c1,-3&1
COC(=O)C1=C(C)NC(=O)NC1c1c(Cl)nc2c(C)cccn2c1=O (centres undefined),-11
Cc1cc(C(F)(F)F)c(C#N)c(SCC(=O)c2ccc(Br)cc2)n1,-10
O=C(CSc1ncn[nH]1)Nc1ccccc1C(F)(F)F,-2
O=C1c2cccc3cccc(c23)C(=O)N1CCC(=O)n1cnc2ccccc21,-14
Cc1n[nH]c(C)c1S(=O)(=O)N1CCC(C(=O)NC2CCCCC2C)CC1 (centres undefined),-5
CCC(CC)C(=O)Nc1cccc(-c2nc3ccccc3o2)c1,-11
CCOc1ccc(C(=O)Nc2ccc(F)cc2)cc1Cl,-6
COc1ccc(NC(=O)CCS(=O)(=O)c2cccc3nonc23)c(OC)c1,-14
O=C(Cn1nnc(-c2cccs2)n1)N1CCc2ccccc2C1,-1
CCOc1cc2c(c([N+](=O)[O-])c1)NC(c1ccccc1F)C1CC=CC21 (centres undefined),-82
CCCC(=O)Nc1c2c(nn1-c1ccc(Cl)cc1)CSC2,3
COc1cccc(C(=O)N2CCN(C(=O)c3c(OC)cccc3OC)CC2)c1,-5
COc1ccc(C(=O)/C(C)=N/O)cc1OC,7
COc1ccc(C2=NN(C(=O)C34CC5CC(CC(C5)C3)C4)C(c3cccc([N+](=O)[O-])c3)C2)cc1 (centres undefined),-3
COc1ccc(S(=O)(=O)N(CC(=O)NC2CC2)C2CCCCC2)cc1Cl,-6
CC(=O)c1ccc(N2C(=O)[C@@H]3C(CCC(N)=O)NC4(C(=O)Nc5c4ccc(Cl)c5C)[C@@H]3C2=O)cc1 (some centres undefined),-20
CN1c2ccccc2C(C)(C)C12Cc1cc(NS(=O)(=O)c3ccc(Br)cc3)ccc1O2 (centres undefined),-233
COC(=O)c1n[nH]c([N+](=O)[O-])n1,0
CC(C)c1ccc(NC(=O)c2cc(S(=O)(=O)N3CCc4ccccc4C3)ccc2F)cc1,2
CCOC(=O)c1sc(NC(=O)CNC(=O)Cn2cnc3sc(C)c(C)c3c2=O)nc1C,-3
COc1ccccc1N1C(=O)C2C(c3cccs3)NC(CC(C)C)(C(=O)O)C2C1=O (centres undefined),-10
CCCCNC(=O)c1ccc(Sc2ccc(C)cc2)c(NC(C)=O)c1,8
O=C(O)CCCC(=O)Nc1ccc(N2C(=O)C3C4CCC(C4)C3C2=O)cc1 (centres undefined),-17
O=c1[nH]c(=O)n(CCO)c2nsnc12,-2
O=c1[nH]c2ccc(S(=O)(=O)N3CCCC3)cc2s1,-5
COc1ccc(CNc2ncn[nH]2)cc1OC,3
O=C(c1ccccc1F)N1CCN=C1SCc1ccccc1F,-5
Cc1ccc(C(=O)Nc2c3c(nn2C(C)(C)C)CS(=O)(=O)C3)cc1C,-3&-6
CC1=C(C(=O)OC2CCCC2)C(c2cccc([N+](=O)[O-])c2)NC(=O)N1C (centres undefined),-6
CCN(c1ccccc1)S(=O)(=O)c1ccc(F)c(C(=O)NCCC(C)C)c1,-3
COCC(C)NC(=O)c1cc(-c2ccc3c(c2)OCO3)on1 (centres undefined),1
CCOc1cccc(-c2nc3cc(Cl)ccc3c(=O)o2)c1,-9
CCOC(=O)C1CCN(C(=O)c2ccc3nc4ccc(Cl)cc4c(=O)n3c2)CC1,-6
O=[N+]([O-])c1ccc(C2Nc3c(O)cc(Cl)c([N+](=O)[O-])c3C3C=CCC32)cc1 (centres undefined),9
Cc1ccc(-c2ccccc2)n1-c1ccc(O)c(C(=O)O)c1,-39
C=CCOC(=O)C1=C(C)OC(N)=C(C#N)C1c1ccc(F)cc1 (centres undefined),-3
COc1ccc(CCn2c(SCc3ccc(F)cc3)nc3ccc(N4CCOCC4)cc3c2=O)cc1OC,-20
COC(=O)c1ccc(NC(=O)c2cc([N+](=O)[O-])ccc2Br)cc1,3
Cc1nn(CCCC(=O)Nc2cccnc2Cl)c(C)c1[N+](=O)[O-],-6
O=[N+]([O-])c1ccc(-c2nc(Nc3cccc([N+](=O)[O-])c3)c3ccccc3n2)cc1,-21
COc1ccc(NC(=O)c2oc3ccc(S(=O)(=O)N4CCCC4)cc3c2C)cc1,-8
CCC1(c2ccccc2)C(=O)NCNC1=O,-6&0
COc1ccc(NC(=O)C2CC(=O)N(C)C(=Nc3ccc(Br)cc3)S2)cc1 (centres undefined),-3
O=C(CNS(=O)(=O)c1ccc(C(=O)N2CCOCC2)cc1)N1CCOCC1,0
COc1cc2c(cc1OC)C(COc1ccc([N+](=O)[O-])cc1)N(C(=O)C(C)C)CC2 (centres undefined),-3
CC(CN1CCNCC1)(NS(=O)(=O)c1ccccc1)c1ccccc1 (centres undefined),3
COc1ccc(C2=NO[C@@H]3C(=O)N(C4CCCCC4)C(=O)[C@H]23)cc1OC,-11
COc1cccc(-c2nc(Cc3ccc(OC)c(OC)c3)no2)c1,-3
O=C(NCc1ccco1)c1ccc(Cn2c(=O)c3ccccc3n(Cc3cc(=O)n4ccccc4n3)c2=O)cc1,-23
CCC(C)NC(=O)Cc1cn(C)c2ccccc12 (centres undefined),3
CCCCNC(=O)c1sc2ncn(CC(=O)Nc3cccc(C(F)(F)F)c3)c(=O)c2c1C,-8
N#Cc1c(SCc2ccc(F)cc2)nc2c(c1-c1cccs1)CCCC2,-4
COc1ccc(Oc2nc(C)cc(C)c2C#N)cc1,-19
Cc1oc(-c2ccc(Cl)cc2)nc1CS(=O)CC(=O)NCCN1CCCC1 (centres undefined),-2
COc1ccc(C2C(C(=O)Nc3ccccc3OC)c3ccccc3C(=O)N2C2CCCCC2)cc1 (centres undefined),6
CCOC(=O)c1c(C)nc2c(c1C)/C(=N/O)CC(C)(C)C2,-5
O=C(NCc1ccccc1)c1ccc(F)c(S(=O)(=O)N2CCOCC2)c1,-1
Cc1coc2c(C)c3oc(=O)cc(C)c3cc12,-8
O=C(NCCc1ccccc1)C1CCCN1C(=O)NCc1ccccc1 (centres undefined),-8

# 7 entries from above in a different format:
SMILES	14-3-3 PPI
COc1ccc(C2=NO[C@@H]3C(=O)N(C4CCCCC4)C(=O)[C@H]23)cc1OC	-11
COc1cccc(-c2nc(Cc3ccc(OC)c(OC)c3)no2)c1	-3
O=C(NCc1ccco1)c1ccc(Cn2c(=O)c3ccccc3n(Cc3cc(=O)n4ccccc4n3)c2=O)cc1	-23
CCC(C)NC(=O)Cc1cn(C)c2ccccc12 (centres undefined)	3
CCCCNC(=O)c1sc2ncn(CC(=O)Nc3cccc(C(F)(F)F)c3)c(=O)c2c1C	-8
N#Cc1c(SCc2ccc(F)cc2)nc2c(c1-c1cccs1)CCCC2	-4
COc1ccc(Oc2nc(C)cc(C)c2C#N)cc1	-19

# Other records follow:
SMILES,14-3-3 PPI
CCCn1c(=N)n(CC(=O)c2ccc([N+](=O)[O-])cc2)c2ccccc21,-5
Cc1nc(SCC(=O)Nc2ccccc2)c2oc3ccccc3c2n1,-7
COc1ccc(CCC(=O)NCCOc2ccccc2Cl)cc1,-5
CC(=O)Nc1c2c(nn1-c1ccc(C)cc1)CS(=O)C2 (centres undefined),1
CCOC(=O)c1c(C)c(C(=O)NCCCOC(C)C)c(C)n1C,-7
COc1ccc(C2C3=C(CC(C)(C)CC3=O)Nc3nc4ccccc4n32)c(OC)c1 (centres undefined),3
CN1CC(=O)N(C)C1=S,12
